PriA SSB inh: K. pneumoniae PriA-SSBct interaction inhibition; AID 1272365; AlphaScreen SSBct-PriA binding, biotinylated peptide; 430,000 compounds, 0.6% hits; inhibition, % at 33 µM; in the data active = inhibition mostly above about 37%, no sharp cut-off; inactive = mostly below about 20%;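 note: plate controls were negative control peptide for no effect and reference peptide for full effect; strong numbers were not always called active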
Starred values were filed as active, the others as inactive; & = joins results of further samples.

compound,PriA SSB inh
CN1CCN(C(CNS(C)(=O)=O)c2ccc(N(C)C)cc2)CC1 (stereo not given),1
COc1ccccc1OCC#CCNC(=O)c1cncc(Br)c1,-18
COc1cccc(C=NNC(=O)C2=NNC(=O)C2C)c1O (stereo not given),38
COc1ccc(CNC(=O)c2ccc3c(=O)n(-c4cccc(C)c4)c(N4CCCC4)nc3c2)c(OC)c1,-25
COC(=O)N1CCc2ccc(NC(=O)c3ccsc3)cc2C1,-7
Cc1cc2ncc3c(n2n1)CCN(S(=O)(=O)/C=C/c1ccccc1)C3,1
COc1ccc(OC)c2sc(N(C[C@H]3CCCO3)C(=O)COc3ccccc3F)nc12,0
Fc1ccc(-c2ccc(-c3cc(-c4ccccc4)nnc3-c3ccccc3)o2)cc1Cl,34
NC1=NN=C(c2ccccc2)CS1,-10
CCOc1ccc(-c2noc(-c3ccc[nH]c3=O)n2)cc1OC,-4
O=C(Nc1nnc(-c2ccc(F)cc2)o1)[C@@H]1COc2ccccc2O1,-12
Cc1ccc(-c2ccc(N3CCN(C(=O)c4ccc(S(N)(=O)=O)cc4)CC3)nn2)cc1,-2
O=[N+]([O-])c1ccc(NN=Cc2ccccc2O)cc1,-3
CN(C)C(CNC(=O)c1cc(=O)c2ccccc2o1)c1cccn1C (stereo not given),9
CC(=O)N1CCN=C1SCc1cc(C)ccc1C,-10
Cc1cc(-c2ccccc2)nc(NN=Cc2ccc(O)cc2O)n1,32
CC1(C)COc2ccc(NS(=O)(=O)C3CCCCC3)cc2NC1=O,-6
COc1ccc(C=NNC(=O)c2ccc(C)cc2)cc1CN1CCN(c2ccc(F)cc2)CC1,2
COc1ccc(S(=O)(=O)NCCc2sc3nc(-c4ccc(F)cc4)nn3c2C)cc1OC,-14
Cc1ccccc1C(=O)NN=Cc1ccc([N+](=O)[O-])s1,7
O=c1cc(Cl)[nH]c(=O)[nH]1,-19&-8
COc1cccc2sc(OC3CN(C(=O)c4csc(-c5ccccc5)n4)C3)nc12,2
CN(CC(=O)NCCOc1ccc(F)cc1)c1nc2c(Cl)cccc2s1,-8
COc1ccccc1CCNC(=O)CSc1nnc2ccc(-c3ccco3)nn12,4&17
O=S1(=O)NN=C(c2ccccc2)c2ccccc21,4
COC(=O)N1CCC(CNC(=O)c2ccc3nsnc3c2)CC1,-17
COC(=O)/C=C1/SC(=NNC(=O)c2ccc(OC)cc2)NC1=O,5
Cc1ccc(C)c(OCC(=O)Nc2ccc(N3CCOCC3)cc2)c1C,10
Fc1ccc2nc(NCCn3cccn3)sc2c1,-1
O=C(NN=Cc1cccs1)c1cc(-c2cccc3ccccc23)n[nH]1,6
COc1ccc(NC(=O)c2c(F)cccc2F)cc1N1CCCCC1=O,-2
CCOC(=O)c1cnc2c(C#N)cccc2c1Nc1cccc(C(F)(F)F)c1,-10
O=C(O)c1ccc(Oc2ccc(C(F)(F)F)cc2)cc1,-9
CC1=C(C#N)C(c2ccc(OCc3ccc(Cl)cc3)cc2)C2=C(CCCC2=O)N1 (stereo not given),-1
CCCOc1nn(CCC)cc1C(=O)NCCc1ccc(OC)c(OC)c1,2
O=C(COc1ccc(F)cc1F)NCCn1nc(-c2ccncc2)ccc1=O,-6&-2
Cn1nc2c(c1NC(=O)COc1ccccc1)CCC2,2
C#CCSc1ccccc1C(=O)O,-15
CC(C)c1cc(=O)[nH]c(-n2nc(-c3cccs3)cc2NC(=O)c2ccc(F)c(F)c2)n1,-8
O=C(CSc1nnc(-c2c[nH]c3ccccc23)n1-c1ccc(F)cc1)NC[C@H]1CCCO1,-8

Compounds from the list above that contain a CF3 group:
compound,PriA SSB inh
CCOC(=O)c1cnc2c(C#N)cccc2c1Nc1cccc(C(F)(F)F)c1,-10
O=C(O)c1ccc(Oc2ccc(C(F)(F)F)cc2)cc1,-9

Continuation.
compound,PriA SSB inh
Cc1oc(-c2ccccc2)nc1CSc1ccc(-c2ccccc2Cl)nn1,2
Oc1ccccc1C=N[n+]1ccccc1,-8
COc1ccc(OC)c2sc(N3CCNCC3)nc12,12
O=C(Nc1ccccc1-c1nc2ccccc2[nH]1)c1ccc2c(c1)OCO2,-24
O=S(=O)(Cc1noc2ccccc12)N1CCOCC1,-3
CCOC(=O)c1c(NC(=O)c2ccccc2S(C)(=O)=O)sc2c1CCC(C)C2 (stereo not given),2
Cn1ccnc1N1CCN(C(=O)c2ccc(Cl)cc2Cl)CC1,-9&4
CCC(Sc1ccc(C)cc1)C(=O)Nc1nnc(-c2cc(OC)ccc2OC)s1 (stereo not given),-1
O=C(c1ccccc1)c1ccc(C(=O)N2CCN(c3nc4c(F)cccc4s3)CC2)cc1,-4
O=C(Nc1cc([N+](=O)[O-])ccc1F)c1cnc2n(c1=O)CCS2,0
COc1ccc(C(=O)NN=Cc2c[nH]c3ccccc23)cc1,-4
O=C(CCc1csc(NC(=O)c2cccs2)n1)NCc1ccccc1Cl,-41
Cn1c(=NC(=O)c2ccc(F)cc2)sc2cc3c(cc21)OCCO3,-12
Cc1ccc(-n2c3c(c(=S)[nH]c2=O)CCC3)cc1C,-3
O=C(NN=Cc1c(O)n(Cc2ccc(F)cc2)c(=O)[nH]c1=O)c1ccccc1,4
Nc1c(C(=O)C23CC4CC(CC(C4)C2)C3)oc2ccccc12,0
CCNC(=O)N1CCCSC[C@@H]1CN1CCOCC1,-17
COc1ccc(C=NNc2ccc(C(=O)O)cc2)cc1Br,14
O=C(O)C1C=Cc2ccccc2N1C(=O)c1ccccc1 (stereo not given),-8
Cc1ccc(SCC(=O)Nc2nc3cc(C)cc(C)c3s2)cc1,-7

A portion of the results above, for reference:
compound,PriA SSB inh
Cn1c(=NC(=O)c2ccc(F)cc2)sc2cc3c(cc21)OCCO3,-12
Cc1ccc(-n2c3c(c(=S)[nH]c2=O)CCC3)cc1C,-3

Going on with the list.
compound,PriA SSB inh
CCCCS(=O)(=O)N1CCN(CC(=O)c2cccs2)CC1,-15
Clc1ccc(-c2nc(Cc3nc(-c4ccc(Cl)cc4)n4ccccc34)c3ccccn23)cc1,-5
CCn1cc(C(=O)NCCn2ncc3c(=O)n(Cc4ccccc4C)cnc32)c(=O)c2ccc(C)nc21,-8
O=C(CCn1cnc2ccccc2c1=O)NC1CC(O)C(CO)C1 (stereo not given),-11
CCOC(=O)Cn1c(C2CC(=O)N(c3cc(Cl)ccc3OC)C2)nc2ccccc21 (stereo not given),-10
O=C(CCc1cccc(Cl)c1)NCC1CCN(C(=O)c2cccnc2)CC1,-7
Cc1cc(-n2c(C)nc3ncccc3c2=O)ccc1NC(=O)c1cc([N+](=O)[O-])ccc1Cl,-1
COc1ccc(S(=O)(=O)C2CCN(C(=O)CSc3ncccn3)CC2)cc1,-8
CCc1cc(=O)n(CCNS(=O)(=O)c2ccccc2Cl)cn1,-2
O=c1c2ccccc2[nH]c2ncccc12,0
CCOc1ccc(-c2cc3c(SCc4cccc(C)c4)nccn3n2)cc1Cl,-3
Cn1cc(CC(=O)NCCn2nc(-n3cncn3)ccc2=O)c2ccccc21,14
O=C(CCc1csc2nc(-c3ccc(Cl)cc3)cn12)NCCc1c[nH]c2ccccc12,9
COc1ccc2c(c1)CCN(S(=O)(=O)CCNC(=O)CC(c1ccccc1)c1ccccc1)C2,-9
COc1ccc(C)cc1Nc1nc(C(=O)NCc2ccncc2)cs1,-12
CCN(CC)c1cnn(CC(=NOC)c2ccc(Cl)cc2)c(=O)c1Br,8
O=C1c2ccccc2C(=O)c2c1oc1c3c(ccc21)OCN(Cc1cccnc1)C3,16
Oc1ccc(CSc2ccccc2)c2cccnc12,88*
CC(=O)N(C)CC(=O)Nc1cnc(-n2ccnc2)nc1,-17
O=C(Cc1c(F)cccc1Cl)NCC1CCN(C(=O)COc2ccccc2)CC1,-11
CCOC(=O)Cn1c(=NC(=O)c2ccn(C)n2)sc2cc(S(C)(=O)=O)ccc21,-1
O=S(=O)(NCc1nccc(N2CCOCC2)n1)c1ccccc1Cl,3
CS(=O)(=O)N1C2CCC1CC(NC(=O)Nc1ccccc1C(F)(F)F)C2 (stereo not given),-4
CCN(CC)C(=NS(=O)(=O)c1ccc(F)cc1)c1ccccc1,2
CC(=NN=C(N)N)c1cccc([N+](=O)[O-])c1,-5
Oc1ccc(Br)cc1C=Nc1ccccn1,5
Cc1cc(C)c2nc(N3CCNCC3)sc2c1,9
CC(Cc1ccccc1)=NNC(=O)CNC(=O)c1ccc2c(c1)OCCO2,-20
CCc1ccc(-c2c(C(=O)NCCCOC(C)C)sc3c2cnc2ccc(F)cc23)cc1,-14
Cc1ccc(C(=O)NC(N)=Nc2nc3ccccc3o2)cc1,15
COc1ccc(C(=O)NN=Cc2ccc(OC)c(COc3c(F)c(F)cc(F)c3F)c2)cc1,-16
O=C(Cn1ccc2ccccc21)N1CC(S(=O)(=O)c2ccc(F)cc2)C1,-3
O=C(NC[C@H]1CCCN1c1nccs1)c1cnccn1,-4
CC(=NO)c1ccco1,-2
COc1ccc(SCC(=O)N(Cc2ccccn2)c2nc3c(C)cc(Cl)cc3s2)cc1,-6
COc1ccc2c(c1)CCCC2(O)CNC(=O)c1cccn(C)c1=O (stereo not given),-27
O=C(Nc1sc2c(c1-c1nc3ccccc3s1)CCCC2)c1ccc2c(c1)OCCO2,-14&0
CSc1ccc(CC(=O)Nc2nc3c(F)cccc3s2)cc1,3
O=C(Nn1cnc2c(cnn2-c2cccc(Cl)c2)c1=O)c1ccc(-c2ccccc2)cc1,-16
CCOc1ccccc1NC(=O)NCC(C)(O)CCSC (stereo not given),0

3 entries picked at random from the list so far:
compound,PriA SSB inh
O=C(Cn1ccc2ccccc21)N1CC(S(=O)(=O)c2ccc(F)cc2)C1,-3
O=C(Nn1cnc2c(cnn2-c2cccc(Cl)c2)c1=O)c1ccc(-c2ccccc2)cc1,-16
Oc1ccc(Br)cc1C=Nc1ccccn1,5

Next results follow.
compound,PriA SSB inh
CC(=NNc1c(Cl)c(Cl)nc(C(=O)O)c1Cl)c1ccc(O)cc1,7
CS(=O)(=O)c1ccc(-c2nnc(NC(=O)c3ccc([N+](=O)[O-])cc3)o2)cc1,12
NC(C(=O)O)C12CC3CC(CC(Br)(C3)C1)C2 (stereo not given),-5
Cc1ccccc1C(=O)NCCNC(=O)c1ccc(NC(=O)C(C)C)cc1,-14
O=C(CCCn1nc(-c2ccc(F)cc2)ccc1=O)Nc1cc(Cl)ccc1Cl,-13
CCOc1ccc(-c2cc(=O)n(CC(=O)NCc3ccc(F)cc3)cn2)cc1,-3
CCOC(=O)c1sc(NC(=O)Cc2ccc(C)cc2C)nc1-c1ccccc1,-3
O=C(CSCc1ccccc1)N1CCc2ncncc2C1,-6
Cc1ccc(NC(=O)c2cnn(-c3ccc(-c4nc(C5CC5)no4)cn3)c2C)cc1,-3
COc1cc(S(=O)(=O)n2cc(C)nc2-c2ccccc2)c(C)cc1C,-18&9
Cc1ccc(C(=O)C=CNc2ccccc2C(N)=O)o1,-4
Cc1nc(C)c(C(=O)NCCSC2CCOCC2)s1,2
O=C(COc1ccccc1F)NCC1CC(=O)N(c2ccccc2)C1 (stereo not given),12
O=C(CSc1ccc(-c2ccc(Cl)cc2)nn1)NCc1ccc2c(c1)OCO2,-1
Cc1cc(C(=O)NN=Cc2cccn2C)no1,-6
Cc1cc(NC(=O)COc2ccc3ccccc3c2)n(-c2nc3c(cnn3-c3ccccc3)c(=O)[nH]2)n1,5
COc1ccc2c(c1[N+](=O)[O-])CCCC2=NOC(=O)c1ccccc1SC,12
CCOC(=O)NCC(C)(O)COC (stereo not given),-2
Cc1cc(C)n(CC(=O)NCc2ccccc2Cl)c(=O)c1S(=O)(=O)c1ccc(Br)cc1,-3
CC(=NNC(=S)NC1CCCCC1)c1cccc(C(F)(F)F)c1,0

Arranged by molar mass (falling): three of the compounds above.
compound,PriA SSB inh
Cc1cc(NC(=O)COc2ccc3ccccc3c2)n(-c2nc3c(cnn3-c3ccccc3)c(=O)[nH]2)n1,5
CC(=NNc1c(Cl)c(Cl)nc(C(=O)O)c1Cl)c1ccc(O)cc1,7
Cc1ccccc1C(=O)NCCNC(=O)c1ccc(NC(=O)C(C)C)cc1,-14

Following part
compound,PriA SSB inh
Cn1nc2cc(Br)ccc2c1C(=O)NCCSC1CCOCC1,-10
Cn1nc(CNC(=O)COc2ccc(Cl)cc2Cl)c2ccccc2c1=O,7
CC(C)OCc1ccc(C(=O)Nc2ccccc2-c2ccc(=O)n(C)n2)o1,-23
Cn1c(SCC(=O)NCc2ccc3c(c2)OCO3)nnc1-c1ccc(=O)n(C)c1,-5
Cc1ccc(-c2cc3c(=O)n(CC(=O)NCc4cccs4)ccn3n2)cc1,-9
O=C(NCCn1ncc2c(N3CCCC3)ncnc21)c1cccs1,-7
O=C(CSc1nc2c(-c3ccccc3)c[nH]c2c(=O)n1C1CC1)Nc1cc(F)ccc1F,-5
COC1(OC)C(=NO)C(=NO)CCC1O (stereo not given),-8
CC1=C(C(=O)Nc2ccccc2F)[C@H](c2ccco2)C(C#N)C(SCC(=O)NC(C)(C)C)=N1 (stereo not given in full),-20
Cc1cc(=O)[nH]c(-n2nc(-c3cccs3)cc2NC(=O)C23CC4CC(CC(C4)C2)C3)n1,-4
CSC[C@@](C)(O)CNC(=O)c1ccccc1F,-15
CCOC(=O)Cc1nc(O)cs1,-14
O=C(C(c1ccccc1)c1ccccc1)N1CCN(Cc2ccsc2)CC1,10
O=C(c1cccc2ccccc12)N1CCC(Oc2cccnn2)CC1,2
Clc1ccc2cccnc2c1Br,21
NC(=NOC(=O)N1CCOCC1)c1ccccc1,1
Cc1ccc(NC(=O)NCCn2cnc(C)c(C)c2=O)cc1F,-10
COc1ccccc1NC(=O)CSc1nnc(Cn2ccc(=O)[nH]c2=O)o1,-15
Cc1c(CNC(=O)C2CCCO2)sc2nc(-c3ccc(F)cc3)cn12 (stereo not given),8

A portion of the library, so the mix of outcomes need not match the whole.
